UBC13 polyUb: inhibitors of human UBC13 polyubiquitin chain formation; P61088; TR-FRET; inhibition, % at 20 µM; 0.47% of 330,000 active; in the data active means inhibition above about 45%, passing the limit was not always enough
Target sequence (P61088 whole entry, looked up): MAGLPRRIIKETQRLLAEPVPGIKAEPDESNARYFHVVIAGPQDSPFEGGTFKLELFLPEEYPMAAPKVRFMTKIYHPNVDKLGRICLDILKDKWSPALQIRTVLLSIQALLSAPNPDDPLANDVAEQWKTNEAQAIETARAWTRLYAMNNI
Jurkat NFkB inh: inhibitors of the PMA/ionomycin-induced NF-kB reporter in Jurkat cells. inhibition, % at 4 µM. PMA/ionomycin-induced NF-kB luciferase reporter, luminescence. 0.53% of 330,000 active. AID 435003; in the data active means inhibition above about 50%
EBI2 block: blocks human EBI2 receptor beta-arrestin signaling | 0.81% of 360,000 active | inhibition, % at 5 µM | AID 651636 | EBI2 beta-arrestin recruitment, luminescence, 7a,25-OHC stimulated | P32249; in the data active means inhibition above about 38%;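 further: enzyme fragment complementation signal reports receptor beta-arrestin coupling in cells; 0% = agonist plus DMSO wells and 100% = wells without agonist; some results beyond the cut were filed as inactive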
Target sequence (P32249 whole entry, looked up, the tested form may be a part): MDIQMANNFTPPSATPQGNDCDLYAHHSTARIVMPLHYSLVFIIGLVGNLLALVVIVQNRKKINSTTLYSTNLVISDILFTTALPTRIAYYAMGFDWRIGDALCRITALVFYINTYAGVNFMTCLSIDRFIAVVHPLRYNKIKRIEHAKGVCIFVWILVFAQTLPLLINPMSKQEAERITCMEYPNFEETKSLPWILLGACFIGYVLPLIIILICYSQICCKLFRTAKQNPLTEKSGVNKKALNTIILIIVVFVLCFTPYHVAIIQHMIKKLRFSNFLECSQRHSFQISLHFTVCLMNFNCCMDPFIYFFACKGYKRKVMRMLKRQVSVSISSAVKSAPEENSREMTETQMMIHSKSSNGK
697 NFkB inh: inhibitors of the PMA/ionomycin-induced NF-kB reporter in 697 B cells; 0.33% of 330,000 active; 697 B-cell NF-kB luciferase reporter, 16 h; inhibition, % at 4 µM; in the data active means inhibition above about 35%
CCR6 antag: CCR6 (human) receptor antagonism; P51684; CHO-K1 CCR6 PathHunter beta-arrestin, luminescence, CCL20-stimulated; inhibition, % at 20 µM; 0.49% of 340,000 active; AID 493098;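 active means compounds whose inhibition of the agonist-driven luminescence signal at 20 µM reaches about 50%, limit read from the data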;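 further: cells stimulated with CCL20 at 14 nM final; plate controls were DMSO with CCL20 for no effect and DMSO without agonist for full effect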
CXCR6 inh: blocks human CXCR6 beta-arrestin recruitment | CHO-K1 PathHunter CXCR6 beta-arrestin, luminescence | inhibition, % at 20 µM | AID 602244 | O00574 | 0.36% of 360,000 active; in the data active means inhibition above about 34%, passing the limit was not always enough;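 further: antagonist mode with CXCL16 agonist at 10 nM final; 0% = 10 nM CXCL16 with DMSO and 100% = unstimulated wells without agonist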
Target sequence (O00574 whole entry, looked up): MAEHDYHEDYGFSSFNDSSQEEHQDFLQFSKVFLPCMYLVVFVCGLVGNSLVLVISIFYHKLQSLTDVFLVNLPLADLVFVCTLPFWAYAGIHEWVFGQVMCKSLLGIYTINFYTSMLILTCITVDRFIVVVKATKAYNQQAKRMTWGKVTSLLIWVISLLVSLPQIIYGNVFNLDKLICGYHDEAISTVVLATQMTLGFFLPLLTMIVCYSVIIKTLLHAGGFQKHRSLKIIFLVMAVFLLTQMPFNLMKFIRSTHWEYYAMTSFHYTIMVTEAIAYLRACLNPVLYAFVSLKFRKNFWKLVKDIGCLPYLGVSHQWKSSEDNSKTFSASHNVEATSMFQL
APJ antag: blocks the human apelin receptor APJ | 0.32% of 330,000 active | inhibition, % at 20 µM | P35414 | CHO-K1 APJ beta-arrestin complementation, luminescence | AID 2521;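 active means inhibition above about 40% at 20 µM, limit read from the data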;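 further: cells challenged with 10 nM apelin-13 agonist together with compound; plate controls were apelin-13 plus DMSO wells for no effect and DMSO wells lacking apelin-13 for full effect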
Gli-Sufu antag: blocks Gli-Sufu signaling in a luciferase reporter. Sufu-KO-LIGHT fibroblasts, Gli luciferase reporter luminescence. inhibition, % at 5 µM. 0.74% of 340,000 active. AID 588413;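 active means inhibition above about 55%, limit read from the data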;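 further: 0% = DMSO-treated cells and 100% = wells with medium but no cells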
Starred values were filed as active, the others as inactive; i = inactive; x = not tested or not shown.

Structure	CCR6 antag	CXCR6 inh	697 NFkB inh	UBC13 polyUb	Jurkat NFkB inh	APJ antag	EBI2 block	Gli-Sufu antag
CC(=O)N1c2ccc(S(=O)(=O)N3CCCCC3)cc2CC1C(=O)Nc1ccc(F)cc1C (stereo unspecified)	10.3	-0.1	6.4	-9.8	15.3	-2.6	-4.8	-2.2
CCNc1nc(NCC)nc(N(C)N)n1	7.1	1.5	-20.8	-18.0	2.8	5.2	3.7	7.8
CCN(Cc1ccccc1)C(=O)CSc1ccccc1C(=O)O	-7.2	-6.4	14.0	0.3	0.4	-17.2	8.0	-11.6
COc1ccccc1NC(=O)CSc1nc(O)cc(=O)[nH]1	-7.7	-1.1	9.5	-1.1	-7.9	18.8	-0.9	-2.4
CCCC(=O)Nc1sc(C)c(C)c1C(=O)Nc1cccc(C)c1	5.1	-2.5	-11.3	1.3	-3.9	17.4	-10.6	-25.3
COc1ccc(C(=O)NNC(=O)CN2CCC(n3nnc4cc(C)ccc43)CC2)cc1	5.1	-3.7	-16.2	-5.4	-2.7	-2.7	-0.4	-10.1
O=C(Nc1nc(-c2cc(Cl)sc2Cl)cs1)c1ccc(Br)s1	14.3	12.5	-30.6	1.0	7.4	8.3	-4.6	9.6
O=c1oc2ccccc2n1CCCCCn1c(=O)oc2ccccc21	-5.3	-0.9	10.0	4.5	-7.7	5.3	-5.6	21.5
O=C(Nc1ccccc1)c1ccc(S(=O)(=O)N(CCO)CCO)cc1	-8.9	-0.4	-6.6	9.2	-14.6	11.0	3.6	-3.5
Cc1ccccc1NS(=O)(=O)c1ccc(NS(=O)(=O)c2cccs2)cc1	5.2	-4.8	4.9	-3.4	5.0	0.4	17.3	7.7
COC(=O)c1cccc(NC(=O)CSc2nnc(COc3ccc(C#N)cc3)n2-c2ccccc2)c1	21.8	1.7	13.7	-4.5	4.9	15.7	21.4	6.5
COc1ccc(CNC(=O)CNC(=O)CNS(=O)(=O)c2ccc(C)c(C)c2)cc1	11.3	-11.0	5.1	6.6	3.4	21.9	-8.6	-6.8
O=C1C(=O)N(c2cccc(Cl)c2)C(c2ccccc2[N+](=O)[O-])/C1=C(\O)c1ccccc1 (stereo unspecified)	-9.4	8.0	-2.4	-15.1	-13.3	2.3	-11.4	-3.6
CCCCC(=O)NN(C)c1nc(-c2ccccc2)nnc1C(F)(F)F	1.9	2.0	-13.0	-7.2	1.1	0.9	7.8	4.2
Nc1nc(Nc2ccccc2F)nc(NCc2ccco2)c1[N+](=O)[O-]	8.4	11.2	-70.6	4.2	-32.4	2.3	5.6	-14.1
c1ccc(-n2ncc3c(NCCN4CCOCC4)ncnc32)cc1	1.1	0.0	-49.4	6.0	-64.5	-6.4	-2.5	-41.1
CSc1ccc(C(c2c(C)[nH][nH]c2=O)c2c(C)[nH][nH]c2=O)cc1	-3.5	-3.2	-2.2	-24.5	-0.5	6.1	5.0	21.4
COc1ccccc1NCC(=O)N/N=C/c1sccc1C	-5.8	-4.4	3.4	-8.6	-9.5	-27.9	12.5	-8.0
COc1cccc(C(=O)N/N=C/c2ccc(Oc3ccc([N+](=O)[O-])cn3)c(OC)c2)c1	14.0	5.4	11.3	-2.8	12.7	-9.0	6.8	-3.7
Cc1cc(C)c(C(=O)C2OC(=O)C(C)(C)C(=O)C2(C)C)c(C)c1 (stereo unspecified)	12.4	-13.0	-1.0	6.7	-0.9	6.2	0.7	8.3
O=C1N/C(=N/O)S/C1=C/c1cccc([N+](=O)[O-])c1	6.2	6.4	-17.8	-15.8	0.5	-2.5	1.8	-4.8
Cc1ccc(Cl)cc1N1CCN(S(=O)(=O)c2c(C)noc2C)CC1	27.2	4.6	-24.4	6.3	6.1	22.7	2.0	8.4
COc1cccc(CNC(=O)Cn2cc([N+](=O)[O-])cn2)c1	-0.5	4.6	-11.9	7.9	4.5	16.3	-3.6	-15.2
C=CCNc1nc(N)c(C(=O)c2ccc3c(c2)OCO3)s1	21.1	-2.5	-63.1	-7.3	-21.2	6.5	-3.7	-42.2
CC(C)(C)C(=O)COC(=O)c1cc(-c2ccncc2)nc2ccccc12	7.6	5.6	-8.9	8.2	1.9	5.0	-26.7	11.4
Cc1ccc(-c2cccc(CN3CCN(C4CCN(C(C)C)CC4)C(CCO)C3)c2)o1 (stereo unspecified)	11.0	6.2	5.0	10.2	-5.9	4.3	-0.5	11.9
CCC1CCCCN1CCCNC(=O)c1cc2c(Cl)nc3ccccc3c2s1 (stereo unspecified)	16.7	-7.2	-27.6	9.7	-42.2	19.3	-2.3	14.0
O=C(NCCNC(=O)c1ccco1)c1ccc(Cl)c(Cl)c1	0.8	-4.1	-9.6	1.0	-0.6	20.3	-1.2	0.3
O=C(Nc1ccccc1OC(F)F)c1ccccc1	10.1	-1.9	3.2	-5.7	2.1	1.5	-8.0	-15.8
CC1(C)CC(=O)C2=C(C1)N(c1ccc(F)cc1)C(=O)C2(NC(=O)c1ccccc1)C(F)(F)F (stereo unspecified)	x	x	19.3	-1.1	-1.5	-0.7	x	x
COc1ccc(F)cc1S(=O)(=O)N1CCN(Cc2ccc3c(c2)OCO3)CC1	-1.6	3.7	-1.2	0.3	15.6	9.5	-18.1	-4.9
COc1cc(C(=O)Cc2nc3ccccc3n2C)cc(OC)c1OC	1.8	-6.1	-1.4	5.2	-7.9	-8.3	4.9	-0.5

Molecules from the list above containing a nitro group on carbon, in the order listed:
Structure	CCR6 antag	CXCR6 inh	697 NFkB inh	UBC13 polyUb	Jurkat NFkB inh	APJ antag	EBI2 block	Gli-Sufu antag
O=C1C(=O)N(c2cccc(Cl)c2)C(c2ccccc2[N+](=O)[O-])/C1=C(\O)c1ccccc1 (stereo unspecified)	-9.4	8.0	-2.4	-15.1	-13.3	2.3	-11.4	-3.6
Nc1nc(Nc2ccccc2F)nc(NCc2ccco2)c1[N+](=O)[O-]	8.4	11.2	-70.6	4.2	-32.4	2.3	5.6	-14.1
COc1cccc(C(=O)N/N=C/c2ccc(Oc3ccc([N+](=O)[O-])cn3)c(OC)c2)c1	14.0	5.4	11.3	-2.8	12.7	-9.0	6.8	-3.7
O=C1N/C(=N/O)S/C1=C/c1cccc([N+](=O)[O-])c1	6.2	6.4	-17.8	-15.8	0.5	-2.5	1.8	-4.8
COc1cccc(CNC(=O)Cn2cc([N+](=O)[O-])cn2)c1	-0.5	4.6	-11.9	7.9	4.5	16.3	-3.6	-15.2

Additional structures
Structure	CCR6 antag	CXCR6 inh	697 NFkB inh	UBC13 polyUb	Jurkat NFkB inh	APJ antag	EBI2 block	Gli-Sufu antag
CCN(CC)c1ccc(CNc2ccc(Br)cn2)cc1	-26.6	-1.7	-14.5	1.7	-53.0	8.6	15.4	-76.1
CCc1noc(C)c1C(=O)OCC(=O)Nc1c(F)cccc1F	-5.7	4.2	10.9	1.8	3.5	0.6	-8.3	1.3
CCCCCCCn1c(=N)n(CC(=O)c2ccco2)c2ccccc21	3.8	-2.9	-7.1	29.2	13.7	-8.3	7.5	11.6
COc1ccc(C2C(C(=O)N3CCN(c4ccccn4)CC3)CC(=O)N2c2ccc(OC)cc2)cc1 (stereo unspecified)	-17.0	-8.6	15.5	0.8	6.0	-2.3	-19.9	9.2
COC(=O)c1ccc(C(=S)N2CCCCC2)cc1	10.8	-4.9	-9.1	-8.4	2.6	-4.6	-3.3	-24.6
CC1(C)CCC(=NNC(N)=S)CC1	12.9	7.5	x	x	x	x	2.0	-3.4
CC(C)Cn1c(-c2ccccc2)nc(=S)c2c1CCCC2	25.0	-2.0	-3.6	39.8	-7.1	14.1	-5.4	-0.7
Nc1ccc(Cc2nc3cc4ccccc4cc3[nH]2)cc1	-2.2	x	i	-0.9	-83.3	6.2	x	-33.8
CC1CCCCN1C(=O)COc1ccc2ccc(=O)oc2c1 (stereo unspecified)	1.5	-5.9	-5.3	-10.0	-5.4	-7.9	-1.7	-2.0
CCNC(=O)c1ccc(CSc2nc3ccccc3s2)cc1	2.8	-16.8	-8.8	-8.8	-41.9	-8.1	1.0	-35.6
COc1ccccc1NS(=O)(=O)c1ccc(C)c(NS(=O)(=O)c2cc(C(=O)O)cc(C)c2C)c1	0.2	-4.8	12.1	2.7	-13.6	-4.1	-5.6	-5.5
O=C1Nc2ccccc2C1=Nc1ccc(F)cc1	67.5*	33.6	12.0	-12.2	-7.3	48.9*	9.7	8.3
COc1ccc(CC(=O)NCCCCc2ccccc2)cc1OC	7.2	13.6	-25.4	-3.4	1.2	5.4	13.7	7.7
COc1ccc(CN2CCNC(=O)C2CC(=O)N(C)CC2CCOCC2)cc1OC (stereo unspecified)	4.6	-0.1	-0.4	-5.5	18.4	17.6	2.5	2.3
COc1ccc(OC(=O)c2cccnc2)cc1	-8.6	0.7	-3.9	-2.6	-5.9	2.3	2.6	9.0
O=c1c([N+](=O)[O-])c(NCCN2CCCCCC2)c2ccccc2n1-c1ccccc1	11.1	-0.3	1.0	9.7	10.1	-1.0	-13.4	33.6
COc1ccc(S(=O)(=O)N2CCOC2CNC(=O)C(=O)NCC(C)C)cc1 (stereo unspecified)	9.0	6.7	12.8	1.1	-10.7	20.5	-19.4	-2.9
CSCCC(NC(=O)c1ccccc1)C(=O)N1CCN(C(C)=O)CC1 (stereo unspecified)	8.1	0.6	21.2	2.7	9.5	3.8	0.6	0.3
O=S(=O)(/N=C(/c1ccccc1)N1CCCCCC1)c1ccccc1	4.0	-8.7	2.5	-9.2	-51.3	-1.0	-0.8	-6.0
CN1CCN(CCCNC(=O)c2cc3c(-c4ccc(Cl)cc4)nn(C)c3s2)CC1	2.1	-5.2	16.7	46.0*	20.3	17.4	-3.3	-0.4
O=C(NC1CCN(S(=O)(=O)c2ccc(F)cc2)CC1)C1CCCCC1	-20.8	-4.9	-9.3	-1.9	-7.2	3.0	-1.6	6.1
COc1cc(C(=O)c2c(C)c(CCC#N)n3ccccc23)cc(OC)c1OC	6.7	-6.6	-10.3	-4.1	2.3	-3.4	1.4	3.1
CC(=O)C1=C(O)C(=O)OC1c1ccc(Cl)cc1 (stereo unspecified)	0.3	5.6	11.3	1.0	2.7	15.9	-4.9	1.1
Cc1nc([N+](=O)[O-])c(C(=O)OCc2ccccc2F)n1C	3.9	5.9	3.6	-7.5	2.3	-21.4	-0.6	-5.8
COc1ccc(CNC(=O)c2ccc(Br)o2)cc1	3.9	-6.1	-8.4	-2.2	-4.6	4.6	-19.3	-6.3
COc1ccc(C(=O)N2CCC3(CC2)NCCc2[nH]cnc23)cc1	-8.9	-8.7	-1.5	2.4	1.4	5.6	-1.6	25.0
CC(=O)c1cccc(NC(=O)CCC(=O)Oc2ccc(C)cc2)c1	-0.2	17.6	-3.9	-3.9	-26.9	-4.1	5.1	2.2
CCCCN(C)CCNC(=O)CCn1nc(-c2ccc(Cl)cc2)ccc1=O	11.2	4.8	-0.4	0.4	17.5	5.2	-0.8	6.9
Cc1ccc(N(CC(=O)NC2CCCCC2)C(=O)CNC(=O)c2ccco2)c(C)c1	4.7	7.2	2.3	2.3	27.9	9.0	2.0	30.6
Cc1cc2c(cc1C)N(Cc1ccc(Cl)cc1)C1=NCCCN12	10.7	-4.1	-8.0	13.0	39.3	19.6	10.5	6.5
CNc1ccccc(C(=O)/C=C/c2ccccc2OC)c1=O	28.4	-4.2	-12.7	0.0	5.2	-8.2	-1.2	8.4
Cc1cccc(NC(=O)C(=O)NNC(=O)c2ccc(C(C)(C)C)cc2)c1	10.2	-0.1	-10.2	-11.4	5.6	14.1	-8.2	-20.3
CC1=C(C(=O)NC2CCCc3c2cnn3-c2cc(F)cc(F)c2)OCCO1 (stereo unspecified)	5.2	-1.9	-4.8	5.7	-3.0	-33.9	6.9	10.9
Cc1ccc2c(c1)c1c(c(=O)n(-c3ccccc3)c(=O)n1CC(=O)NCC1CCCO1)n2C (stereo unspecified)	19.4	2.2	2.6	8.4	9.0	11.6	-3.2	-5.1
Cc1cccc(/N=C/c2c(O)[nH]c3ccccc23)n1	19.2	6.9	-95.1	-12.6	-71.1	13.3	4.6	-85.7
